KCNQ1 block: blocks the human KCNQ1 potassium channel. 310,000 compounds, 1.3% hits. B-score at 10 µM. CHO-K1 KCNQ1, FluxOR thallium flux fluorescence; active compounds read high;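 active means compounds whose thallium flux B-score, printed positive for inhibition, exceeds three library SD while starting fluorescence stays within three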;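 further: channel opened by potassium depolarization with thallium stimulus after 20 min compound exposure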
TMEM16A inh: mouse TMEM16A channel inhibition, primary screen. 310,000 compounds, 1.2% hits. normalized B-score (activity score, 25-100; higher = stronger inhibition) at 10 µM. HEK293 TMEM16A/YFP iodide influx fluorescence, ionomycin;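 active means ratio plate-corrected score three or more library SD toward inhibition, starting fluorescence score within five deviations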;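 further: score derived from kinetic fluorescence span divided by baseline fluorescence per well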
KCNK9 inh: inhibitors of human KCNK9 two-pore domain potassium channel; 310,000 compounds, 1.2% hits; B-score at 10 µM; HEK293 KCNK9, FluxOR thallium flux fluorescence; active compounds read low;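 active means ratio B-score over 3 SD below the library mean, with starting fluorescence within 5 SD of its mean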;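 further: negative B-score means less thallium flux so channel inhibition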
Target sequence (Q9NPC2 whole entry, looked up, the tested form may be a part): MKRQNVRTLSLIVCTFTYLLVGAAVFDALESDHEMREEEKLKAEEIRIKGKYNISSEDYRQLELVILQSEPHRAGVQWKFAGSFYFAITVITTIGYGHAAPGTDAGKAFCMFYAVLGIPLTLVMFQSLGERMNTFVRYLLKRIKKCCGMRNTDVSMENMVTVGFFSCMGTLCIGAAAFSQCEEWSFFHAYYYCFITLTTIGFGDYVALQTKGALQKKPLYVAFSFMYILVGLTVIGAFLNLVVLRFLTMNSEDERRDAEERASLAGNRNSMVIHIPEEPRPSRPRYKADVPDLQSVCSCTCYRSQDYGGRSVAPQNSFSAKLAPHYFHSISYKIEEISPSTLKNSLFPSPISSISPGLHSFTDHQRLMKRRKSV
HDAC3 inhib: inhibitors of human histone deacetylase 3; O15379; recombinant HDAC3, fluorogenic peptide/trypsin coupled, fluorescence; inhibition, % at 8.3 µM; 320,000 compounds, 0.15% hits; AID 2718; in the data active means inhibition above about 26%, passing the limit was not always enough; inconclusive means no clear call, values can overlap the other calls
RGS4 act: RGS4 potentiation or activation | HEK293 M3R/inducible RGS4, carbachol calcium flux Fluo4; active compounds read low | B-score at 10 µM | 310,000 compounds, 0.92% hits | AID 463111;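 active means B-score of the integrated calcium signal more than 4 SD below the library mean, with starting fluorescence not abnormally high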;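 further: negative B-score means reduced calcium response which marks RGS4 activation or potentiation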
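test system = M3R-expressing HEK293 line, RGS4 induced by doxycycline | probe or stimulus = carbachol at ECmax as muscarinic agonist stimulus | timing = dye loading 30 min 37 °C, buffer rest 30 min RT | signal = calcium dye Fluo4 fluorescence | evaluation = B score from integrated fluorescence ratio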
TMEM16A act: mouse TMEM16A channel activation, primary screen. HEK293 TMEM16A/YFP-H148Q/I152L, iodide quench fluorescence; active compounds read low. B-score at 10 µM. 340,000 compounds, 0.3% hits;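 active means fluorescence-ratio B-score plate-corrected deviation score at least 3 library SD below zero, with starting fluorescence score within 5 deviations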;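 further: channel opened by trigger with iodide after compound preincubation; score built on the fluorescence ratio of max minus min over baseline; more negative score means more quench and so TMEM16A activation or potentiation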
hERG rescue: hERG (human) protection from proarrhythmic block. AID 1511. 310,000 compounds, 0.51% hits. Q12809. CHO-hERG, FluxOR thallium flux, dofetilide IC70 present. activation (rescue from dofetilide block), less the hit threshold, % at 10 µM;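 active means activation above the mean of controls blocked by dofetilide plus 5 SD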;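 further: thallium influx through hERG after potassium depolarization seen as dye fluorescence rise; in these data hits start at about 4.7%; inactives centre near -7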
KCNK3 inh: human KCNK3 channel inhibition, primary screen; O14649; CHO-KCNK3 thallium flux, FluxOR fluorescence; active compounds read low; B-score at 10 µM; 340,000 compounds, 0.84% hits; AID 602410;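 active means B-score under library mean minus 4 SD, starting fluorescence ratio at most library mean plus 5 SD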;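 further: more negative B-score means stronger inhibition of thallium flux through KCNK3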
Target sequence (O14649 whole entry, looked up): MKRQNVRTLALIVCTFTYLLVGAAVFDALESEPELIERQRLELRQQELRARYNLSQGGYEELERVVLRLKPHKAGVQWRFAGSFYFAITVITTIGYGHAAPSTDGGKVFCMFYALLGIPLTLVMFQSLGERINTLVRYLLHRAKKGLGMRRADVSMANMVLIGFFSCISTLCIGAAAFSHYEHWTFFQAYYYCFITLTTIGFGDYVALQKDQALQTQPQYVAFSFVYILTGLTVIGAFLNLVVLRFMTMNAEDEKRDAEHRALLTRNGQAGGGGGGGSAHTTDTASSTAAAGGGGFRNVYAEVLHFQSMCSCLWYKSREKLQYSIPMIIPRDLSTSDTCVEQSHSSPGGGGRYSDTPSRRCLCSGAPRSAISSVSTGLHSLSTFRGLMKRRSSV
KCNQ1 act: potentiates or activates the human KCNQ1 potassium channel; P51787; CHO-K1 KCNQ1, thallium flux FluxOR fluorescence; active compounds read high; B-score at 10 µM; 310,000 compounds, 0.35% hits; AID 2648;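 active means fluorescence ratio B-score, a plate-corrected score, at least three library SD, with initial intensity B-score within 5 SD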
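Assay system: stable KCNQ1 CHO-K1 line; medium: assay buffer, equal DMSO in all wells; timing: 90 min dye loading and 20 min compound exposure, both at room temperature; technique: kinetic FluxOR thallium fluorescence, 10-s 1-Hz baseline, 110-s post-stimulus read; read-out basis: B score of baseline-normalized fluorescence ratio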
RGS4 block: inhibitors of human RGS4; P49798; HEK293 M3R/RGS4 inducible, Fluo-4 calcium flux; active compounds read high; triggered by carbachol at its EC20; B-score at 10 µM; 310,000 compounds, 0.45% hits; AID 463165;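 active means B-score, a plate-corrected calcium signal, over three deviations above library mean, with baseline fluorescence within five deviations of library mean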;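 further: RGS4 expression induced by doxycycline in cells with stable M3 receptor; B-score is computed from the integrated fluorescence ratio over baseline after carbachol; higher B-score means a larger calcium signal and so more RGS4 inhibition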
Target sequence (P49798 whole entry, looked up): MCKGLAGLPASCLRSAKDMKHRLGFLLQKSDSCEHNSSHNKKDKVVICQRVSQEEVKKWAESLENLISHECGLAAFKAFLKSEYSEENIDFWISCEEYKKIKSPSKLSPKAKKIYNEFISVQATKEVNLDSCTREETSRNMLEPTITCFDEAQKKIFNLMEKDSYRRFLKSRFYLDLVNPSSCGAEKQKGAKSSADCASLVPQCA
SKKanGAS inh: blocks kanamycin growth of S. pyogenes SKKanGAS strain. BacTiter-Glo, 6 h. inhibition, % at 7.5 µM. 300,000 compounds, 1.3% hits. AID 1662;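 active means mean replicate score, as percent of positive control median, at least 50; inconclusive means mean below 50 but one replicate at or above 50; inactive means mean and every replicate below 50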;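 further: strain carries kanamycin resistance gene driven by streptokinase promoter and grows in 40 µg/ml kanamycin; loss of luminescence reflects streptokinase promoter inhibition or plain growth inhibition; 0% = median of DMSO wells and 100% = positive control at its reference dose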
Active calls of the source: *; i = inactive; ? = inconclusive; . = not tested or not shown.

SMILES | KCNQ1 block | TMEM16A inh | KCNK9 inh | HDAC3 inhib | RGS4 act | TMEM16A act | hERG rescue | KCNK3 inh | KCNQ1 act | RGS4 block | SKKanGAS inh
O=C(c1ccc(COCC(F)(F)F)o1)N1CCCC1 | i | i | i | 1 | i | i | -5 | i | i | 5.9* | -1
CNC(=O)c1oc(-c2ccccc2)nc1C | i | i | i | 1 | i | i | -3 | i | i | i | -2
O=S(=O)(NCc1ccc2c(c1)OCO2)c1cccc(S(=O)(=O)N2CCOCC2)c1 | i | i | i | 9 | i | i | -4 | i | i | i | -4
Cc1cc(C)n(Cc2cccc(C(=O)N/N=C/c3cccnc3)c2)n1 | i | . | i | . | i | i | -6 | i | i | i | -1
CN(Cc1ccccc1)S(=O)(=O)c1ccc(Cl)c(C(=O)NCc2ccncc2)c1 | i | i | i | -2 | i | i | -10 | i | i | i | -2
Brc1cccc(OCCn2ccnc2)c1 | i | i | i | -5 | i | i | 2 | i | i | i | 1
CCCC(c1nnnn1C1CCCCC1)N1CCN(C2CCCC2)CC1 (stereo not given) | i | i | i | -5 | i | i | -14 | i | i | i | -2
O=C(N/N=C/c1cc(Cl)cc([N+](=O)[O-])c1O)c1cc(-c2ccccn2)nc2ccccc12 | i | i | i | -7 | i | i | -18 | i | i | i | ?
CCc1sc(C(=O)NCc2ccccc2)cc1C | i | i | i | . | i | i | -14 | i | i | i | -2
COC(=O)C1CCN(S(=O)(=O)c2cc3c4c(c2)CCN4C(=O)CC3)CC1 | i | . | i | . | i | i | -4 | i | i | i | 10
NC(=O)c1cc(Cl)cn(-c2ccccc2)c1=O | i | i | i | -8 | i | i | -6 | i | i | i | -2
CCSc1cnn(-c2ccccc2)c(=O)c1Cl | i | i | i | 6 | i | i | -10 | i | i | i | -3
Cc1ccc(CN2CCN(/N=C\C=C\c3ccccc3)CC2)cc1 | i | i | i | -9 | i | i | -12 | i | i | i | 4
CN(Cc1ccno1)Cc1cn(Cc2ccccc2)nc1-c1ccc2c(c1)OCO2 | i | i | i | 2 | i | i | -2 | i | i | i | 3
CC(=O)c1ccc(NC(=O)C(C)OC(=O)CCCN=C2NS(=O)(=O)c3ccccc32)cc1 (stereo not given) | i | i | i | 9 | i | i | -16 | i | i | i | 0
CCS(=O)(=O)c1ccc(O)c(NC(=O)COc2ccc(Br)cc2)c1 | i | i | i | -2 | i | i | -1 | i | i | i | 9
O=C(CN1C(=O)NC(Cc2c[nH]c3ccccc23)C1=O)NCCc1ccccc1 (stereo not given) | i | i | i | -2 | i | i | -1 | i | i | i | -8
COc1ccc(NC(=O)CC2C(=O)N(c3ccc(OC)cc3)C(=O)N2C(C)C)cc1 (stereo not given) | i | i | i | 5 | i | i | -8 | i | i | i | 0
CCOC(=O)C1CCN(C(=O)Nc2cccc(OC)c2)CC1 | i | i | i | -1 | i | i | -1 | i | i | i | -2
Cc1cc(C)n(CC(O)COc2cccc(OCC(O)Cn3nc(C)cc3C)c2)n1 (stereo not given) | i | i | i | 12 | i | i | -4 | i | i | i | 2
O=C(NCc1cccnc1)Nc1ccc(Br)cc1 | i | i | i | 4 | i | i | -15 | i | i | i | 3
CCOC(=O)c1c(O)c(Cl)c(C)[nH]c1=O | i | i | i | -4 | i | i | -9 | i | i | i | -8
CC(Sc1ccc(Cl)cc1)C(=O)Nc1ccccc1-c1ccccc1 (stereo not given) | i | i | i | 3 | i | i | -11 | i | i | i | 2
COc1cccc(C2CC(C(F)(F)F)n3ncc(C(=O)O)c3N2)c1 (stereo not given) | i | i | i | -1 | i | i | -2 | i | i | i | 0

Compound profiles, from the list above. Screens in order: KCNQ1 block	TMEM16A inh	KCNK9 inh	HDAC3 inhib	RGS4 act	TMEM16A act	hERG rescue	KCNK3 inh	KCNQ1 act	RGS4 block	SKKanGAS inh
O=C(CN1C(=O)NC(Cc2c[nH]c3ccccc23)C1=O)NCCc1ccccc1 (stereo not given) in the list: i	i	i	-2	i	i	-1	i	i	i	-8
CC(=O)c1ccc(NC(=O)C(C)OC(=O)CCCN=C2NS(=O)(=O)c3ccccc32)cc1 (stereo not given) in the list: i	i	i	9	i	i	-16	i	i	i	0

(next part)
SMILES | KCNQ1 block | TMEM16A inh | KCNK9 inh | HDAC3 inhib | RGS4 act | TMEM16A act | hERG rescue | KCNK3 inh | KCNQ1 act | RGS4 block | SKKanGAS inh
CCCCn1c(SCC(=O)NCCOC)nc2ccc(N3CCOCC3)cc2c1=O | i | i | i | 3 | i | i | -4 | i | i | i | -9
CCOCCCNC(=O)c1cc2c(=O)[nH]c3ccccc3c2s1 | i | i | i | -25 | i | i | -2 | i | i | i | 0
C=CCn1c(-c2ccc(C)cc2)nc2ccccc21 | i | i | i | 1 | i | i | -13 | i | i | i | -4
CCN1CCc2nc(NC(=O)Cc3ccc4c(c3)OCCO4)sc2C1 | i | i | i | 10 | i | i | -8 | i | i | i | .
COc1ccccc1CCNC(=O)c1ccc(NC(=O)CC2SC(N3CCCC3)=NC2=O)cc1 (stereo not given) | i | i | i | -2 | i | i | -18 | i | i | i | 15
CN(C)C(=O)c1ccc(Nc2nnc(-c3ccc(O)cc3)c3ccccc23)cc1 | i | i | i | -4 | i | i | -15 | i | i | i | 17
C/C(=N/NC(=O)c1ccoc1C)c1ccc(N2CCOCC2)cc1 | i | i | i | -5 | i | i | -3 | i | i | i | -5
O=C(NC(Cc1ccccc1)C(=O)O)c1ccc(S(=O)(=O)N2CCCC2)cc1 (stereo not given) | i | i | i | -4 | i | i | -5 | i | i | i | -2
O=C(CN1C2=NCCN2c2ccccc21)C12CC3CC(CC(C3)C1)C2 | 11* | i | i | 3 | i | i | -9 | i | i | i | 1
COc1ccc(NC(=O)CSc2nnc(-c3ccccn3)n2Cc2ccco2)cc1OC | i | i | i | 1 | i | i | -14 | i | i | i | 11
COc1ccc(/C=C/C(=O)NCc2ccccn2)cc1 | i | i | i | 4 | i | i | -7 | i | i | i | 1
O=C(O)c1ccccc1-n1ncc2c1/C(=C/c1ccc(Cl)cc1)CC2 | i | i | i | 2 | i | . | -14 | . | i | i | 8
O=C(COC(=O)c1cccnc1Cl)NCc1cccs1 | i | i | i | 1 | i | i | -9 | i | i | i | 1
COc1ccccc1N1CCN(c2ncnc3nc[nH]c23)CC1 | i | i | i | -7 | i | i | -12 | i | i | i | -2
CC(Nc1oc(-c2ccco2)nc1C#N)c1ccccc1 (stereo not given) | i | i | i | -30 | i | i | -2 | i | i | i | -1
NC(=O)C1(N2CCCCC2)CCN(CC(=O)Nc2cc(Cl)ccc2Cl)CC1 | i | i | i | . | i | i | -14 | i | i | i | 4
CCN(CC(=O)NCc1cccs1)C(=O)/C=C/c1cccc(Cl)c1Cl | i | i | i | 7 | i | i | -14 | i | i | i | -13
CC(=O)Nc1ccc(C2(O)COc3ccccc3O2)cc1 (stereo not given) | i | i | i | 7 | i | i | -6 | i | i | i | 0
Cc1ccc(N2C(=O)c3ccc(N)cc3C2=O)cc1 | i | i | i | 4 | i | i | -17 | i | i | i | 6
CCOC(=O)c1c(NC(=O)Cn2nc(C(=O)O)c3ccccc3c2=O)sc(CC)c1C | i | i | i | 1 | i | i | -22 | i | i | i | -8
COc1cc(-c2nc(C(=O)NC3CCN(Cc4ccccc4)CC3)cc3c2[nH]c2ccccc23)cc(OC)c1OC | 6* | i | i | -4 | i | i | -29 | i | i | i | 34
COc1ccc(C(=O)COC(=O)CCNS(=O)(=O)c2ccccc2)c(OC)c1 | i | i | i | -3 | i | i | -19 | i | i | i | .
CNc1nnc(-c2ccc(OC)cc2)s1 | i | i | i | -4 | i | i | -6 | i | i | i | 0
CCCOc1ccc(N2C(=O)CC(SCCc3nc4ccccc4[nH]3)C2=O)cc1 (stereo not given) | i | i | i | -1 | i | i | -19 | i | i | i | -1
O=C(c1ccc(CS(=O)c2ccccc2Cl)o1)N1CCN(c2ccccc2)CC1 (stereo not given) | i | i | i | 6 | i | i | -9 | i | i | i | 0
O=C(Nc1cccnc1)c1cn(-c2ccccc2)nc1-c1cccs1 | i | i | i | 13 | i | i | -8 | i | i | i | -3
Cc1ccc(-n2nc3ccc(N)cc3n2)c(C)c1 | i | i | i | -6 | i | i | 7.0* | i | i | i | 7
CCOc1cccc(C(=O)Nc2ccc(N3CCCC3)cc2)c1 | i | i | i | 12 | i | i | 0 | i | i | i | -2
CCC(C(=O)NCc1cccs1)n1nc(C)n2c(cc3occc32)c1=O (stereo not given) | i | i | i | 4 | i | i | -4 | i | i | i | 17
O=C(c1cc(Cl)ccc1Cl)N1CCN(c2ccccn2)CC1 | i | i | i | -3 | i | i | -8 | i | i | i | 7
CSc1ncc(C(=O)Nc2ccccc2F)c(-c2ccccc2)n1 | i | i | i | -9 | i | i | -3 | i | i | i | 2
Cc1ccccc1CSCCNC(=O)COc1ccc(Cl)cc1 | i | i | i | 7 | i | i | -6 | i | i | i | -1
COc1cccc(N2C(=O)CC(N3CCN(C(=O)c4ccco4)CC3)C2=O)c1 (stereo not given) | i | i | i | -2 | i | i | -14 | i | i | i | 4
Cc1ccc(Oc2ncccc2COC(=O)Nc2ccccc2C)cc1 | i | i | i | -2 | i | i | -3 | i | i | i | 2
C=CCN(CC=C)CCOc1cccc(Oc2ccccc2)c1 | i | i | i | 1 | i | i | -9 | i | i | i | 12
COc1cccc(Cn2nnc(C(=O)Nc3cc(C)ccc3OC)c2N)c1 | i | i | i | 4 | i | i | -6 | i | i | i | 5
COC(=O)c1ccc(NC(=S)N2CCC(C(N)=O)CC2)cc1 | i | i | i | -4 | i | i | -11 | i | i | i | -7
COc1ccccc1NC(=O)Nc1ccc2c(c1)nnn2C | i | i | i | 4 | i | i | -7 | i | i | i | 7
O=C(Oc1cccc(N2C(=O)CCC2=O)c1)C1CC(=O)N(c2ccc(F)cc2)C1 (stereo not given) | i | i | i | -2 | i | i | -9 | i | i | i | -2
Cc1ccc(SCCNC(=O)c2ccccc2)cc1 | i | i | i | -9 | i | i | -12 | i | i | i | -2
CCCCn1nc(NC(=O)CC(C)C)c2cc3cc(OC)ccc3nc21 | i | i | i | -6 | i | i | -2 | i | i | i | -1
O=C1/C(=C/c2cccnc2)Oc2cc(OS(=O)(=O)c3ccc(F)cc3)ccc21 | i | i | i | 2 | i | i | -10 | i | i | i | -3
COc1ccccc1N1CCN(C(=O)CSc2nc(-c3ccccc3)cc(=O)[nH]2)CC1 | i | i | i | 2 | i | i | -15 | i | i | i | 27

Source: PubChem
